M1 ag parental: counter-screen for M1 agonists: effect in parental CHO-K1 cells; Fluo-8 calcium fluorescence; scaled to maximal ATP response, vehicle zero; activation, % at 3 µM; hit rate 0.48% among 360,000; AID 602248, 2012; in the data active = activation above about 15%;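 note: untransfected CHO-K1 host cells lacking M1 receptor as counterscreen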
CHO-K1 Ca antag: counter-screen for M1 antagonists: effect in parental CHO-K1 cells. ATP-induced calcium, Fluo-8 fluorescence. inhibition, % at 3 µM. hit rate 0.6% among 360,000. AID 602250;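 active = inhibition above a per-plate cutoff, the plate's mean sample inhibition plus 3 SD, cut at about 24% in these data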;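 note: 0% = DMSO plus EC80 ATP and 100% = DMSO alone without ATP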
CHRM5 agonist: human M5 muscarinic receptor agonists, primary screen, CHO-K1 cells, Fluo-8 calcium fluorescence | activation, % at 3 µM | Muscarinic acetylcholine receptor M5 (Homo sapiens), P08912 | hit rate 0.19% among 360,000 | CHO-K1 hM5 cells; 0% DMSO wells, 100% maximal acetylcholine response;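 active = activation above the run's mean over test compounds plus 3 SD, cut at about 23% in these data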;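 note: signal is peak over basal fluorescence ratio across the kinetic read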
Target sequence (P08912 whole entry, looked up): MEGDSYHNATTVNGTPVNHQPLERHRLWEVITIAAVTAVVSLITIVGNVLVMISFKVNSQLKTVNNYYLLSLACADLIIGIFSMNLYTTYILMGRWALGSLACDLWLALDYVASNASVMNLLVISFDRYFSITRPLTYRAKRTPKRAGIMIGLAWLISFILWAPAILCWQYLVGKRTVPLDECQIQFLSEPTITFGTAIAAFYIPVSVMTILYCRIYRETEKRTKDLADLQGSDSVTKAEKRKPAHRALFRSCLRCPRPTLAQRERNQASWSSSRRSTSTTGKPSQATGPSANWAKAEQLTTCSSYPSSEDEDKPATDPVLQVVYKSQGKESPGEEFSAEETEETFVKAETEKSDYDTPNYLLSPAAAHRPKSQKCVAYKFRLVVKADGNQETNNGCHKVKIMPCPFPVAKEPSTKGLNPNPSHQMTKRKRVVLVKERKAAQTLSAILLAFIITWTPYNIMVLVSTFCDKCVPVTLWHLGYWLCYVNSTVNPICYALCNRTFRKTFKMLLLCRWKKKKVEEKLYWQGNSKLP
CHRM4 PAM: human M4 muscarinic receptor positive allosteric modulators, primary screen, CHO-K1 cells, Fluo-8 calcium fluorescence; CHO-K1 hM4/Gqi5, ACh EC20; 0% = ACh EC20, 100% = maximal ACh; activation, % at 3 µM; Muscarinic acetylcholine receptor M4 (Homo sapiens), P08173; hit rate 0.4% among 360,000;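 active = activation above its plate's cutoff, the mean activation of sample wells plus 3 SD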; note: some results filed as inactive read as strong as hits
Target sequence (P08173 whole entry, looked up): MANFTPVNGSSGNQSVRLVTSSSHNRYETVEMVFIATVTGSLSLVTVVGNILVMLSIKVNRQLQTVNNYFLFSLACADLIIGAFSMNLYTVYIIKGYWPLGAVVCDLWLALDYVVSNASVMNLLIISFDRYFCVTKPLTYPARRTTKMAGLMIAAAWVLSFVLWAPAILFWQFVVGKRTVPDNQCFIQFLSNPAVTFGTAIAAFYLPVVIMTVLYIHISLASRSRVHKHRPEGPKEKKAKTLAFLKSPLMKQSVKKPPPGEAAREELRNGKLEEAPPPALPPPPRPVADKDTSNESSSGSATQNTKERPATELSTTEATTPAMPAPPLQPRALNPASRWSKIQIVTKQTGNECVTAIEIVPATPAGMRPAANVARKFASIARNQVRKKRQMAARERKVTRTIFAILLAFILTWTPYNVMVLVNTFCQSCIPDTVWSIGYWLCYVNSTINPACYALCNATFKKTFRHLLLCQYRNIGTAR
CHRM4 agonist: human M4 muscarinic receptor agonists, primary screen, CHO-K1 cells, Fluo-8 calcium fluorescence; CHO-K1 hM4/Gqi5; vehicle 0%, full acetylcholine response 100%; activation, % at 3 µM; hit rate 0.14% among 360,000; AID 624127, 2012;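 active = activation above the run mean over all test wells plus 3 SD, cut at about 32% in these data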;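 note: peak over basal fluorescence ratio per well then scaled between controls; 0% = DMSO wells and 100% = acetylcholine at EC100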
CHRM5 antagonist: human M5 muscarinic receptor antagonists, primary screen, CHO cells, Fluo-8 calcium fluorescence; Muscarinic acetylcholine receptor M5 (Homo sapiens), P08912; CHO-hM5 cells, ACh EC80; inhibition, % at 3 µM; hit rate 0.59% among 360,000; AID 624040, 2012;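 active = inhibition above a per-plate cutoff, the mean of that plate's test compounds plus 3 SD, cut at about 27% in these data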;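 note: 0% = acetylcholine EC80 with DMSO and 100% = DMSO without agonist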
M1 PAM parental: nonselective calcium activators in parental CHO-K1 cells, primary screen, counter-screen for M1 PAM project, cell-based, Fluo-8 calcium fluorescence, full deck, 1536-well. ATP EC20; 0% at ATP EC20, 100% at ATP max. activation, % at 3 µM. hit rate 0.02% among 360,000. AID 602247, 2012;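 active = activation above the run cutoff, the mean activation of all test compounds plus 3 SD, cut at about 40% in these data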;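 note: peak over basal fluorescence ratio in a 140 s read after ATP addition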
CHRM4 antagonist: human M4 muscarinic receptor antagonists, primary screen, CHO cells, Fluo-8 calcium fluorescence; Muscarinic acetylcholine receptor M4 (Homo sapiens), P08173; CHO-hM4 cells, ACh EC80; inhibition, % at 3 µM; hit rate 0.73% among 360,000; AID 624125, 2012;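 active = inhibition above its plate's cutoff, the mean inhibition of sample wells plus 3 SD, cut at about 27% in these data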;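 note: 0% = acetylcholine EC80 with DMSO and 100% = DMSO without agonist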
M5 PAM: human M5 muscarinic receptor positive allosteric modulators, primary screen, CHO-K1 cells, Fluo-8 calcium fluorescence. activation, % at 3 µM. CHO-K1 hM5, ACh EC20 PAM; 0% = ACh EC20, 100% = ACh EC100. AID 624038, 2012. Muscarinic acetylcholine receptor M5 (Homo sapiens), P08912. hit rate 0.3% among 360,000;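 active = activation above the run cutoff, the mean activation of all test compounds plus 3 SD, cut at about 18% in these data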
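Assay system: CHO-K1 hM5 cells / Incubation: Fluo-8 loading 80 min at 37 °C plus 30 min room temperature / Technique: Fluo-8 calcium dye fluorescence, kinetic read / Repeats: single replicate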
Active calls of the source: *. Rows are unselected; 2.7% or so of the library scored in one or more.

Results for CSc1cccc(NC(=O)CN(C)S(=O)(=O)c2ccc(C)cc2)c1 ?
M1 ag parental: 3.4; CHO-K1 Ca antag: -6; CHRM5 agonist: -1; CHRM4 PAM: -4; CHRM4 agonist: 6; CHRM5 antagonist: 0; M1 PAM parental: 10; CHRM4 antagonist: -1; M5 PAM: -8

How did CCOC(=O)CNC(=O)c1sc(NC(=O)c2ccccc2)nc1C do in these assays?
M1 ag parental: 0.8; CHO-K1 Ca antag: -4; CHRM5 agonist: -8; CHRM4 PAM: 8; CHRM4 agonist: 2; CHRM5 antagonist: -4; M1 PAM parental: 15; CHRM4 antagonist: -10; M5 PAM: 0

Results for CCCCCCCCN1C(=O)[C@H](CC(=O)NCc2ccc(C)o2)C[C@@]2(C(=O)OCC)CCC=C12 ?
CHRM5 agonist: -5; CHRM4 PAM: -3; CHRM4 agonist: 6; CHRM5 antagonist: -10; CHRM4 antagonist: -6; M5 PAM: 0

Results for NC(=O)NC(=O)CC1S/C(=N/N=C2/NC(=O)CS2)NC1=O (centres undefined) ?
M1 ag parental: 0.5; CHO-K1 Ca antag: -19; CHRM5 agonist: 1; CHRM4 PAM: 12; CHRM4 agonist: 2; CHRM5 antagonist: 2; M1 PAM parental: -6; CHRM4 antagonist: -3; M5 PAM: 10

What do the screens show for `CC(C(=O)NCC1CCCO1)n1cc([N+](=O)[O-])cn1` (centres undefined)?
M1 ag parental: 0.4; CHO-K1 Ca antag: -13; CHRM5 agonist: 0; CHRM4 PAM: 1; CHRM4 agonist: 0; CHRM5 antagonist: 10; M1 PAM parental: 6; CHRM4 antagonist: 18; M5 PAM: -3

What do the screens show for `NC(=O)NC(=O)COC(=O)c1ccccc1OCc1ccc(F)cc1`?
M1 ag parental: 0.9; CHO-K1 Ca antag: -10; CHRM5 agonist: 1; CHRM4 PAM: -14; CHRM4 agonist: 0; CHRM5 antagonist: -7; M1 PAM parental: 15; CHRM4 antagonist: 6; M5 PAM: 3

Results for C/C(=N\NC(=O)c1cccnc1)c1ccc(-n2ccnc2)cc1 ?
M1 ag parental: 5.9; CHO-K1 Ca antag: -9; CHRM5 agonist: 1; CHRM4 PAM: 9; CHRM4 agonist: 2; CHRM5 antagonist: -7; M1 PAM parental: 19; CHRM4 antagonist: -2; M5 PAM: 4

What do the screens show for `CCCCn1c(CCn2nc(C)c(Br)c2C)n[nH]c1=S`?
M1 ag parental: 1.9; CHO-K1 Ca antag: -16; CHRM5 agonist: -2; CHRM4 PAM: 12; CHRM4 agonist: 1; CHRM5 antagonist: -2; M1 PAM parental: 30; CHRM4 antagonist: -3; M5 PAM: 2

How did Cn1c(SCc2cccc(C#N)c2)nc2ccccc2c1=O do in these assays?
M1 ag parental: 7.9; CHO-K1 Ca antag: 8; CHRM5 agonist: -6; CHRM4 PAM: -9; CHRM4 agonist: 12; CHRM5 antagonist: 19; M1 PAM parental: 13; CHRM4 antagonist: 4; M5 PAM: -8

How did O=C(O)c1c[nH]c2ccc(F)cc2c1=O do in these assays?
M1 ag parental: 0.5; CHO-K1 Ca antag: -1; CHRM5 agonist: -10; CHRM4 PAM: -1; CHRM4 agonist: 2; CHRM5 antagonist: -19; M1 PAM parental: 12; CHRM4 antagonist: -4; M5 PAM: 4

How did O=[N+]([O-])c1cc(NS(=O)(=O)c2ccc(Cl)nc2)ccc1Cl do in these assays?
M1 ag parental: 14; CHO-K1 Ca antag: -8; CHRM5 agonist: 8; CHRM4 PAM: -5; CHRM4 agonist: 16; CHRM5 antagonist: 12; M1 PAM parental: -1; CHRM4 antagonist: 3; M5 PAM: -15

Results for O=c1cc(N2CCc3ccccc32)[nH]c(=O)n1-c1ccccc1 ?
M1 ag parental: 0.3; CHO-K1 Ca antag: -4; CHRM5 agonist: -2; CHRM4 PAM: 2; CHRM4 agonist: 0; CHRM5 antagonist: 4; M1 PAM parental: 9; CHRM4 antagonist: 4; M5 PAM: -1

What do the screens show for `CC(=O)N1c2ccccc2NC2=C(C(=O)CCC2)C1c1ccc(F)cc1` (centres undefined)?
M1 ag parental: -0.1; CHO-K1 Ca antag: 1; CHRM5 agonist: -3; CHRM4 PAM: -3; CHRM4 agonist: 1; CHRM5 antagonist: -2; M1 PAM parental: -9; CHRM4 antagonist: 9; M5 PAM: -8

Results for O=C(NCc1ccc(Cl)cc1)c1noc2c1CCCCC2 ?
M1 ag parental: 0.9; CHO-K1 Ca antag: -19; CHRM5 agonist: -7; CHRM4 PAM: 10; CHRM4 agonist: -3; CHRM5 antagonist: 2; M1 PAM parental: 20; CHRM4 antagonist: -10; M5 PAM: -11

How did COc1cccc(C2Nc3ccccc3NC3=C2C(=O)CC(C)(C)C3)c1 (centres undefined) do in these assays?
M1 ag parental: 1.3; CHO-K1 Ca antag: -18; CHRM5 agonist: -1; CHRM4 PAM: 1; CHRM4 agonist: 1; CHRM5 antagonist: 8; M1 PAM parental: 20; CHRM4 antagonist: 4; M5 PAM: -2

Results for Cc1ccc(Nc2nnc(SCC(=O)NCCN3C(=O)CSC3=O)s2)cc1C ?
M1 ag parental: 3.7; CHO-K1 Ca antag: -2; CHRM5 agonist: -3; CHRM4 PAM: 0; CHRM4 agonist: 2; CHRM5 antagonist: -4; M1 PAM parental: 11; CHRM4 antagonist: 6; M5 PAM: -2

How did CCCOC(=O)C1=C(C)NC2=C(C(=O)CCC2)C1c1cccc(OC)c1OC (centres undefined) do in these assays?
M1 ag parental: -0.1; CHO-K1 Ca antag: -5; CHRM5 agonist: 1; CHRM4 PAM: 3; CHRM4 agonist: 2; CHRM5 antagonist: -1; M1 PAM parental: -2; CHRM4 antagonist: 2; M5 PAM: 3

Results for CCc1ccc(NC(=O)CSc2nc3ccsc3c(=O)n2CCCCCC(=O)O)cc1 ?
M1 ag parental: -0.1; CHO-K1 Ca antag: -8; CHRM5 agonist: -1; CHRM4 PAM: 9; CHRM4 agonist: 1; CHRM5 antagonist: -5; M1 PAM parental: 22; CHRM4 antagonist: -5; M5 PAM: 8

What do the screens show for `O=C(CNc1ccc(Br)cc1)c1ccc(Br)s1`?
M1 ag parental: 0.5; CHO-K1 Ca antag: -8; CHRM5 agonist: -1; CHRM4 PAM: 4; CHRM4 agonist: 1; CHRM5 antagonist: 8; M1 PAM parental: -9; CHRM4 antagonist: 9; M5 PAM: -4

Results for Fc1ccc2c(c1)C(c1ccncc1)=NNC(c1ccccc1)=N2 ?
M1 ag parental: -0.2; CHO-K1 Ca antag: -4; CHRM5 agonist: -2; CHRM4 PAM: 2; CHRM4 agonist: 0; CHRM5 antagonist: -6; M1 PAM parental: 20; CHRM4 antagonist: -1; M5 PAM: 5

What do the screens show for `O=C(Nc1ccc2nc(N3CCOCC3)sc2c1)c1cc2ccccc2o1`?
M1 ag parental: 7.7; CHO-K1 Ca antag: -15; CHRM5 agonist: 5; CHRM4 PAM: -5; CHRM4 agonist: 15; CHRM5 antagonist: 0; M1 PAM parental: 4; CHRM4 antagonist: -5; M5 PAM: -8

What do the screens show for `CCc1nnc(NC(=O)CCN2C(=O)C3CCCCC3C2=O)s1` (centres undefined)?
M1 ag parental: 0.1; CHO-K1 Ca antag: 7; CHRM5 agonist: -4; CHRM4 PAM: 3; CHRM4 agonist: 0; CHRM5 antagonist: -8; M1 PAM parental: 10; CHRM4 antagonist: 7; M5 PAM: 5

What do the screens show for `COc1ccc(NC(=O)CCSc2nnc(C)s2)cc1`?
M1 ag parental: 0.5; CHO-K1 Ca antag: -2; CHRM5 agonist: -1; CHRM4 PAM: 8; CHRM4 agonist: 0; CHRM5 antagonist: -4; M1 PAM parental: 17; CHRM4 antagonist: 2; M5 PAM: 0

Results for COC(=O)C[C@@H]1CC[C@H](NC(=O)Nc2cccc(F)c2)[C@@H](CO)O1 ?
CHRM5 agonist: 3; CHRM4 PAM: 3; CHRM4 agonist: 3; CHRM5 antagonist: -12; CHRM4 antagonist: -19; M5 PAM: 2

Results for COc1cccc(C=NNC(=O)C(C)SC(C)C(=O)NN=Cc2cccc(OC)c2)c1 (centres undefined) ?
M1 ag parental: 0.7; CHO-K1 Ca antag: -16; CHRM5 agonist: 3; CHRM4 PAM: -1; CHRM4 agonist: 1; CHRM5 antagonist: 12; M1 PAM parental: 29; CHRM4 antagonist: 6; M5 PAM: 1

How did Cc1cc(NCc2ccco2)nc(N2CCC(C(=O)NC3CCCCC3)CC2)n1 do in these assays?
M1 ag parental: 7.6; CHO-K1 Ca antag: 7; CHRM5 agonist: -10; CHRM4 PAM: -8; CHRM4 agonist: 1; CHRM5 antagonist: 9; M1 PAM parental: 13; CHRM4 antagonist: 4; M5 PAM: -8

What do the screens show for `CN(C(=O)CO/N=C/c1ccc(Cl)cc1)c1ccccc1`?
M1 ag parental: 1.2; CHO-K1 Ca antag: -13; CHRM5 agonist: 1; CHRM4 PAM: 2; CHRM4 agonist: 6; CHRM5 antagonist: 12; M1 PAM parental: 8; CHRM4 antagonist: -1; M5 PAM: -2

Results for CN1CCCCCC1=NC1=C(C#N)CCCC1 ?
M1 ag parental: -0.4; CHO-K1 Ca antag: -9; CHRM5 agonist: -6; CHRM4 PAM: 3; CHRM4 agonist: 0; CHRM5 antagonist: 0; M1 PAM parental: 16; CHRM4 antagonist: 10; M5 PAM: 2

What do the screens show for `CC(C)(C)c1cc(C(=O)O)c(CN2CCCCC2)o1`?
M1 ag parental: -0.4; CHO-K1 Ca antag: 6; CHRM5 agonist: -4; CHRM4 PAM: 12; CHRM4 agonist: 1; CHRM5 antagonist: -2; M1 PAM parental: -2; CHRM4 antagonist: -8; M5 PAM: 9

Results for COc1cccc(-c2nc3n(n2)CCc2ccccc2-3)c1 ?
M1 ag parental: 1.3; CHO-K1 Ca antag: -2; CHRM5 agonist: -1; CHRM4 PAM: -6; CHRM4 agonist: 5; CHRM5 antagonist: 2; M1 PAM parental: 13; CHRM4 antagonist: 2; M5 PAM: -3

How did c1ccc2c(c1)nc(-c1ccncc1)n1nnnc21 do in these assays?
M1 ag parental: 1.2; CHO-K1 Ca antag: -7; CHRM5 agonist: 3; CHRM4 PAM: 1; CHRM4 agonist: 0; CHRM5 antagonist: -10; M1 PAM parental: 24; CHRM4 antagonist: -4; M5 PAM: 2

Results for COc1cc(/C(O)=C(\C#N)c2nc3ccccc3[nH]2)cc(OC)c1OC ?
M1 ag parental: 3.0; CHO-K1 Ca antag: -12; CHRM5 agonist: -2; CHRM4 PAM: -3; CHRM4 agonist: 11; CHRM5 antagonist: -2; M1 PAM parental: 2; CHRM4 antagonist: -12; M5 PAM: 1

What do the screens show for `CCOC(=O)NC(Nc1sc2c(c1C(=O)OC)CCN(C)C2)(C(F)(F)F)C(F)(F)F`?
M1 ag parental: 0.4; CHO-K1 Ca antag: -14; CHRM5 agonist: -4; CHRM4 PAM: 1; CHRM4 agonist: 2; CHRM5 antagonist: -2; M1 PAM parental: 19; CHRM4 antagonist: -4; M5 PAM: 2

Compound activity as filed in PubChem.
